# N370S GC: qHTS Assay for Inhibitors and Activators of N370S glucocerebrosidase as a Potential Chaperone Treatment of Gaucher Disease | Lysosomal acid glucosylceramidase (Homo sapiens), P04062 | N370S GC spleen homogenate, 4MU-glucoside fluorescence | Potency, µM (doses to about 59.4 µM), for the others: at the top dose activity change, negative = inhibition, usual class: inhibitors | actives 0.092% (n = 330,000) | AID 2101, 2009;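 further: 0% = full enzyme activity and -100% = no enzyme basal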
# KAT2A inh: qHTS Assay for Inhibitors of GCN5L2 | AID 504327, 2011 | Potency, µM (titrated, usually from 58.9 µM), without a hit: at the highest dose activity change, negative = inhibition, most hits filed as inhibitors | actives 0.21% (n = 390,000) | GCN5L2 HAT assay, ThioGlo1 CoA-SH fluorescence | Histone acetyltransferase KAT2A (Homo sapiens), Q92830
# Target sequence (Q92830 whole entry, looked up): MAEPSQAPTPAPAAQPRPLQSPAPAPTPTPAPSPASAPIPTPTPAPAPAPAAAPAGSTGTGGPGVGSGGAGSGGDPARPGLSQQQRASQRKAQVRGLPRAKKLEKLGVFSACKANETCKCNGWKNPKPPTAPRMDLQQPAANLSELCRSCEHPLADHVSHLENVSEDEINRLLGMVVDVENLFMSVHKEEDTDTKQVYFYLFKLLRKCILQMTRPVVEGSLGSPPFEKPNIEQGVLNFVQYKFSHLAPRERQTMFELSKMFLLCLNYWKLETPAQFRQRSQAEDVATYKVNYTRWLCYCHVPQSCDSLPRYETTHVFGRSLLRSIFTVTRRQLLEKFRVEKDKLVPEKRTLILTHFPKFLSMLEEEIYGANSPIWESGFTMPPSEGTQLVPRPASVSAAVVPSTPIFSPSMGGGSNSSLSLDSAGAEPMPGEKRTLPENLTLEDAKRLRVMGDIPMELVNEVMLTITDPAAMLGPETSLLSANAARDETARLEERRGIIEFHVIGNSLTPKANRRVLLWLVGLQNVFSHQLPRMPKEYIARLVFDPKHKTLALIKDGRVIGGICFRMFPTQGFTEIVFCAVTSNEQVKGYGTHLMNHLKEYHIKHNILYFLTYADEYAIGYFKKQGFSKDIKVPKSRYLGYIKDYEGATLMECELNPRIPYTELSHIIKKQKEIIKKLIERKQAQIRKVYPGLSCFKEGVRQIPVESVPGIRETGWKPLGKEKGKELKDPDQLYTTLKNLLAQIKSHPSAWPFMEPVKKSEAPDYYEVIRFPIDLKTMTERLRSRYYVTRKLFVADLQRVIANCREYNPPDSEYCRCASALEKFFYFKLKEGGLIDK
#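 Free CoA generated was detected with ThioGlo1 (50uM) fluorescence at Ex340nm/Em540nm, read immediately and after 20 min at room temperature. Enzyme, 20 nM in HEPES pH 7.5 buffer, saw compounds 15 min before adding 75uM H3(1-25) peptide and 70uM acetyl-CoA.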
# FEN1 inhibitor: qHTS Assay for the Inhibitors of Human Flap endonuclease 1 (FEN1); P39748; Recombinant FEN1 flap cleavage, fluorescence, 15 min; Potency, µM (series often up to 114 µM), inactives show top-dose activity change, negative = inhibition, hits mostly inhibitors; actives 0.35% (n = 390,000); AID 588795, 2011; further: nearly all actives have a fitted effect of over 65% in size
#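 Nuclease activity of 10 nM FEN1 was measured after 15 min of room-temperature exposure to titrated compounds, by adding 50 nM flap substrate and reading plates at 0 and 15 min.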
# An asterisk follows results filed as active; ? = inconclusive; . = no result given; & = joins results of further samples; [ ] = remark or other dose. The call rests on the fitted dose curve; in most records, active means well fitted curve in the direction sought with a large enough effect; inconclusive means small, poorly fitted or top-dose-only effect, or another doubt; inactive means no such curve, though single readings can be large; an effect the other way counts as inactive or inconclusive. Unless noted, on the % scale 0 is the no-effect control and ±100 the full control effect; potency means the concentration at half of the fitted maximal effect. Some of the compounds tested; the hit share may differ from the screen's.
SMILES,N370S GC,KAT2A inh,FEN1 inhibitor
Cc1cccc(N2CCN(C(=O)NCc3ccc(F)cc3)CC2)c1C,-6%,-26%,-2%
O=C(NCc1ccccn1)C1CC(c2ccccc2Cl)=NO1 (stereo not given),6%,1%,14%
CC(=O)N1CCc2cc(S(=O)(=O)CCC(=O)Nc3ccccc3F)ccc21,-9%,-1%,-14%
CCN(c1ccccc1)c1ccc2cc(S(=O)(=O)N3CCCC3)ccc2n1,.,-18%,1%
COc1ccc(OC)c(NC(=O)c2sc3nc4c(cc3c2N)CCCCCC4)c1,.,-14%,7%
CC(C)CCN1CCC(C)(NC(=O)c2ccccc2)C1=O (stereo not given),.,0%,8%
O=C(CSC1=Nc2ccccc2N=C(c2ccc(F)cc2)C1)Nc1ccc(Cl)cc1,.,-7%,12%
O=C(Nc1ccc2nc3ccccc3nc2c1)c1ccc(Br)cc1,-2%,-3%,-2%
O=C(O)c1ccc(S(=O)(=O)N(CCc2ccccc2)Cc2ccc(Cl)cc2)cc1,17%,?,-15%
Cc1ccc(CN2CCC(N3CCC(C(=O)NCC4CCCO4)CC3)CC2)o1 (stereo not given),2%,0%,0%
CCCCn1c(N)c(N(CC)C(=O)C2=NN(c3ccccc3)C(=O)CC2)c(=O)[nH]c1=O,.,2%,2%
O=C(CN1C(=O)NC2(CCCC2)C1=O)Nc1cc(C(F)(F)F)ccc1N1CCOCC1,.,-2%,1%
Cc1cccc(NC(=O)C2CCCN(S(=O)(=O)c3ccc4c(c3)CCCC(=O)N4)C2)c1 (stereo not given),.,3%,6%
O=C(OCc1nnc(-c2ccc([N+](=O)[O-])cc2)o1)C1CC(=O)N(CCc2ccccc2)C1 (stereo not given),.,-7%,3%
Cc1c(CC(=O)O)c(=O)oc2c(C)c(OCc3ccccc3)ccc12,-5%,-2%,-4%
Cc1ccccc1C(=O)Nc1sc2c(c1C(=O)N1CCCCC1)CCC(C(C)(C)C)C2 (stereo not given),.,-6%,17%
Cc1ccc(C(=O)NC(=S)Nc2ccc(CN3CCCCC3)cc2)c(C)c1,-10%,0%,-21%
CCOC(=O)CCSCC(=O)Nc1cc(C)on1,-11%,-26%,-2%
O=c1c2ccccc2nc(SCc2ccccc2F)n1C1CCCC1,3%,48%[activator],4%
O=C(CCc1[nH]c2ccccc2c1Sc1ccccc1)NCCO,10%,0%,7%
CCOC(=O)c1nn(-c2ccc(C)cc2)c(=O)c2c(N)scc12,-14%,-29%,-6%
COc1ccc(C2N=C(N)N=C(N)N2c2ccc(C)cc2)cc1 (stereo not given),11%,0%,0%
CCOC(=O)c1cc(-c2ccc(OC)cc2F)nc2c1c(C)nn2CCC#N,3%,-22%,-16%
COc1ccc(C(CNC(=O)c2sccc2C)N2CCOCC2)cc1 (stereo not given),-5%,-6%,2%
COc1ccc(OC)c(N(CC(=O)NCc2cccnc2)S(C)(=O)=O)c1,-3%,-3%,-3%
CN(C)c1ccc(CNC(=O)C2COc3ccccc3C2)cc1 (stereo not given),.,-21%,8%
CNC(=O)COC(=O)c1nc(-n2nc(C)cc2C)ccc1Cl,.,-2%,-11%
Cc1ccc(C(C(=O)NCc2ccccc2)N(C(=O)c2ccccn2)c2ccccc2)o1 (stereo not given),-10%,0%,0%
CCOc1ccccc1NC(=O)Cn1ncc2ccc([N+](=O)[O-])cc21,-8%,-5%,-9%
COC(=O)c1c(S(=O)(=O)NCc2ccccc2)sc(C(=O)O)c1C,-5%,-3%,0%
CCn1cc(C(=O)NCC(OC)OC)c(=O)c2cc(S(=O)(=O)N3CCOCC3)ccc21,20%,-1%,-6%
Cc1ccc(-c2cc(C3C4C=CCCC4(C)C(=O)N3Cc3ccccc3)ccc2F)cc1 (stereo not given),-3%,.,-29%
COc1cc(NC(=O)CCN2CCN(CCO)CC2)cc(OC)c1,-1%,-17%&-4%,7%&-5%
CCCCCN(C(=O)CCC(=O)OCc1cc(C(C)=O)ccc1OC)c1c(N)n(CCCC)c(=O)[nH]c1=O,1%,-16%,-13%
COc1cc(C)c(S(=O)(=O)NC2CC(C)(C)NC(C)(C)C2)cc1C,1%,-3%,7%
COc1ccc(C)cc1S(=O)(=O)N(C)CC(N)=O,-22%,-2%,-1%

# Some of these compounds in order of their number in KAT2A inh, rising.
SMILES,N370S GC,KAT2A inh,FEN1 inhibitor
COc1cc(C)c(S(=O)(=O)NC2CC(C)(C)NC(C)(C)C2)cc1C,1%,-3%,7%
CNC(=O)COC(=O)c1nc(-n2nc(C)cc2C)ccc1Cl,.,-2%,-11%
Cc1ccc(C(C(=O)NCc2ccccc2)N(C(=O)c2ccccn2)c2ccccc2)o1 (stereo not given),-10%,0%,0%

# Additional results follow:
SMILES,N370S GC,KAT2A inh,FEN1 inhibitor
CSc1cccc(NC(=O)c2ccc(Cl)nc2)c1,4%,-9%,7%
Cc1cc(NC(=O)Cc2cccs2)nn1CC(=O)NCc1ccco1,-12%,-3%,-3%
COC(=O)c1cc(CN2CCN(c3ccccc3C)CC2)ccc1O,.,2%,-12%
CCCCC(=O)Nc1ccc(C(=O)NNC(=O)c2ccco2)cc1,5%,-2%,-3%
COc1ccccc1N1CCN(C(=O)c2cnn3cccnc23)CC1,-1%,1%,.
O=C(NCCCc1nc2ccccc2n1Cc1ccc(F)cc1)C1CCCCC1,.,0%,-14%
CC(=O)Nc1nc(C)nc(-c2ccccc2)c1C(C)=O,0%,1%,7%
CCOC(=O)c1sc(NC(=O)CSc2nccc(C)n2)c(C#N)c1C,11%,-1%,6%
CCc1ccc2nc(N(CCN(C)C)C(=O)c3ccc4ccccc4c3)sc2c1,-11%,-5%,9%
CC1CCN(c2ccccc2NC(=O)c2ccc(C#N)cc2F)CC1,-1%,-11%,-7%
Cc1ccc(NC(=O)CSCC(=O)O)c(C)c1,6%,-5%,12%
CN(Cc1ccccc1)C(=O)CCn1c(=O)c2cccn2c2cccnc21,-16%,-1%,-11%
CCn1c(SCC(=O)c2ccccc2)nc2c(c1=O)SC(C)C2 (stereo not given),3%,-9%,3%
COCCN1C(=O)c2ccccc2C(C(=O)N2CCN(c3ccccn3)CC2)C1c1ccc(F)cc1 (stereo not given),-2%,-8%,-2%
O=C1CCCN1CCC1CCN(C(=S)Nc2ccc(F)cc2)CC1,2%,2%,-2%
O=C(NN=C1CCCCCCC1)C(=O)NC1CCCCC1,8%,-2%,-4%
Cc1ccc(SCCNC(=O)CN(c2ccccc2)S(=O)(=O)N(C)C)cc1,.,-10%,8%
Cc1nc2ccccn2c1C(=O)N/N=C/c1cc(C)n(-c2ccc(Cl)cc2)c1C,-9%,-7%,-12%
c1ccc(-c2cc3nccc(-c4ccccn4)n3n2)cc1,16%,-6%,5%
CCc1nnc(NC(=O)CSc2nnc3nc(C)cc(C)n23)s1,-17%,-1%,6%
CCOc1ccccc1N1CCN(C/C=C/c2ccc(N(C)C)cc2)CC1,-4%,-10%,-13%
Cc1c(C#N)c(NC(=O)c2ccccc2)n(Cc2ccccc2)c1C,9%,-4%,3%
O=[n+]1cc(-c2ccc(Cl)cc2)n([O-])c2c1CCCCC2,8%,-2%,5%
O=C(NCCc1cnc[nH]1)Nc1cccc(C(F)(F)F)c1,-24%,1%,-9%
Cc1nn(C)cc1/C=N\NC(=O)c1ccc2c(c1)c(C)c(C)n2Cc1ccccc1,-27%,-2%,-10%
CCOC(=O)C1(Cc2cccc(F)c2)CCN(C(=O)Cn2cnnn2)CC1,-5%,-2%,-2%
O=C(NCC(c1ccco1)N1CCCC1)c1ccc(S(=O)(=O)Nc2ccccc2F)cc1 (stereo not given),11%,1%,1%
CCOC(=O)c1cn(-c2nc(-c3ccc(Cl)c(Cl)c3)cs2)c2c(F)c(N3CCOCC3)c(F)cc2c1=O,-11%,2.5µM*,1%
O=C(Nc1ccc(S(=O)(=O)Nc2ncccn2)cc1)c1ccccc1NS(=O)(=O)c1ccc(Cl)cc1,11%,-15%,-12%
COCCCNc1nc(SCc2ccccc2)nc2sc3c(c12)CCC3,?,-18%,-3%
COc1ccccc1NC(=O)C(C)Sc1nc2ccccc2c(=O)n1CC1CCCO1 (stereo not given),-7%,-8%,-13%
COc1ccc(N2CCN(S(=O)(=O)c3ccc(C(=O)NC4CCCC4)cc3)CC2)cc1,-2%,-4%,-2%
COc1cc(NC(=O)COC(=O)CC2CC3CCC2C3)cc(OC)c1 (stereo not given),.,-5%,-19%
O=C(CSc1nc(-c2ccc(F)cc2)cc(C(F)(F)F)n1)Nc1ccc2c(c1)OCO2,11%,24%,-2%
COc1cccc(N2CCN(c3ncnc4c3cnn4-c3ccc(C)cc3C)CC2)c1,15%,-8%,1%
COCCn1c(C)cc(C(=O)CN2C(=O)NC3(CCCCCCC3)C2=O)c1C,-9%[2.35 µM],-8%,1%
CCOC(=O)c1sc2c(c1C)C(c1cccs1)C1=C(CCCC1=O)N2 (stereo not given),?,-18%,-5%
O=C(NCCCl)Nc1cccc(Br)c1,1%,0%,5%
COc1cccc(OCCSc2nnc3sc4ccccc4n23)c1,7%,-1%,-11%
N#CCO/N=C(\c1ccccc1)c1ccncc1,20%,-8%,0%
CCNC(=O)O/N=C(\C)c1sc(-c2ccc(Cl)cc2)nc1C,-18%,-5%,4%
CCC(C)[C@H](NC(=O)OC(C)(C)C)C(=O)N/N=C/c1ccc2cc(OC)ccc2n1 (stereo not given in full),10%,-6%,2%
Cc1ccc2nc(C)cc(N/N=C/c3cccc(O)c3)c2c1,24%,-5%,-3%
O=C(CCC1CCCN(C(=O)c2cccnc2)C1)NCc1ccccc1F (stereo not given),-4%,-1%,8%
CCCC1(c2ccccc2)NC(=O)N(CC(=O)NCc2ccc(OC)cc2)C1=O (stereo not given),-6%,4%,2%
CC1CCCC(C)N1CCCNC(=O)c1cc2c(=O)n(C)c3ccccc3c2n1C (stereo not given),-5%,-7%,0%
Cc1ccc(C)c(C(=O)CN2C(=O)c3ccccc3C2=O)c1,-8%,0%,-2%
Cc1cc(C(=O)OCC(=O)N2CC(C)CC(C)C2)c(C)o1 (stereo not given),-1%,-3%,3%
O=C(/C=C/c1ccc(Cl)c([N+](=O)[O-])c1)c1ccc(O)cc1,-3%,-23%,7%
Cc1cc2c(NCCc3ccccc3)ncnc2s1,-11%,-8%,14%
COCCN(C(=O)COC(=O)CCSc1ccc(F)cc1)c1c(N)n(Cc2ccccc2)c(=O)[nH]c1=O,-2%,-8%,-7%
Cc1ccccc1N1CCN(C2CCCN(C(=O)c3ccnn3C)C2)CC1 (stereo not given),-3%,1%,0%
COc1cccc2sc(N(Cc3cccnc3)C(=O)COc3ccccc3)nc12,.,-1%,-17%

# Structures above with a Cl atom:
SMILES,N370S GC,KAT2A inh,FEN1 inhibitor
O=C(NCc1ccccn1)C1CC(c2ccccc2Cl)=NO1 (stereo not given),6%,1%,14%
O=C(CSC1=Nc2ccccc2N=C(c2ccc(F)cc2)C1)Nc1ccc(Cl)cc1,.,-7%,12%
O=C(O)c1ccc(S(=O)(=O)N(CCc2ccccc2)Cc2ccc(Cl)cc2)cc1,17%,?,-15%
CNC(=O)COC(=O)c1nc(-n2nc(C)cc2C)ccc1Cl,.,-2%,-11%
CSc1cccc(NC(=O)c2ccc(Cl)nc2)c1,4%,-9%,7%
Cc1nc2ccccn2c1C(=O)N/N=C/c1cc(C)n(-c2ccc(Cl)cc2)c1C,-9%,-7%,-12%
O=[n+]1cc(-c2ccc(Cl)cc2)n([O-])c2c1CCCCC2,8%,-2%,5%
CCOC(=O)c1cn(-c2nc(-c3ccc(Cl)c(Cl)c3)cs2)c2c(F)c(N3CCOCC3)c(F)cc2c1=O,-11%,2.5µM*,1%
O=C(Nc1ccc(S(=O)(=O)Nc2ncccn2)cc1)c1ccccc1NS(=O)(=O)c1ccc(Cl)cc1,11%,-15%,-12%
O=C(NCCCl)Nc1cccc(Br)c1,1%,0%,5%
CCNC(=O)O/N=C(\C)c1sc(-c2ccc(Cl)cc2)nc1C,-18%,-5%,4%
O=C(/C=C/c1ccc(Cl)c([N+](=O)[O-])c1)c1ccc(O)cc1,-3%,-23%,7%
